From PubChem
NOD2 inhibition: inhibition of NOD2-driven NF-kB reporter – cell-based, luminescence, uHTS, HEK293 (AID 1566). 290,000 tested, 0.63% active. one-dose inhibition, % at 4 µM; EC50 in µM for titrated hits. HEK293 NOD2/NF-kB luciferase reporter, luminescence; higher % means a stronger effect; in the data active = inhibition above about 50%; also: many of its hits are not listed in these tables
WT yeast gro inh: growth inhibition of WT yeast, mitochondrial fusion screen. 190,000 tested, 2.1% active. mitochondrial fusion phenotypic screen, WT strain. inhibition, % at 10 µM; in the data active = inhibition above about 58%; tested in S. cerevisiae
Ins promoter up: MIN6 insulin promoter up-regulation | 190,000 tested, 0.3% active | MIN6 insulin promoter-GFP reporter, high-content imaging; stronger effect = higher value | z-score at 5 µM;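 active = z-score above 3 at 5 µM with at least 500 cells counted in the well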
Dynein cargo inh: dynein cargo transport inhibition; 3617.4 mouse cells, GR-EGFP nuclear translocation imaging; test concentration mostly 20 µM; stimulated with dexamethasone, 1 µM; stronger effect = lower value; z-score, hits read low; 220,000 tested, 0.47% active; AID 1381;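 active = plate z-score of nuclear minus cytoplasmic receptor signal below a set negative limit, without overly bright fluorescence or cell loss, cut at about -3.5 in these data, passing the limit was not always enough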;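 also: z-score of nuclear minus cytoplasmic ring GR-EGFP intensity difference per well; some compounds called inactive have numbers as strong as hits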
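Buffer or medium: tet-free medium with charcoal-stripped serum / Also added: dexamethasone agonist, 1.0 µM final, for 30 min / Timing: induction 48 h, compound 1 h, agonist 30 min / Measured by: high-content fluorescence imaging after fixation / Read-out: nuclear-to-cytoplasmic GR-EGFP distribution per well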
bCat nuc transl: modulators of beta-catenin nuclear translocation; 190,000 tested, 0.3% active; nuclear translocation activity, % at 5 µM; HeLa beta-catenin nuclear translocation, immunofluorescence imaging;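 active = nuclear translocation activity above 50% at 5 µM, with a well cell count of 50 or more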;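 also: per-cell ratio of nuclear to cytoplasmic median beta-catenin stain intensity; plate controls were DMSO negative control for no effect and GSK-3 inhibitor IX positive control for full effect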
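Signal – beta-catenin immunofluorescence imaging with DAPI · Test system – human HeLa cell line · Dosing – 5 µM primary single dose, 0.1% DMSO, 0.02–20 µM confirmation series · Measure – % activation, nuclear-to-cytoplasmic median beta-catenin signal ratio per cell · Incubation – 24 h compound exposure at 37°C, 5% CO2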
MT stabilizer: microtubule stabilizers in HeLa cells; 200,000 tested, 0.83% active; HeLa tubulin immunostaining HCS, 24 h; share of cells brighter than vehicle mean+2SD; AID 2205; % tubulin-high responders, % at 10 µM;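 active = plate Z-score above 3 for both tubulin-high and condensed-nucleus cell shares, with cell loss under 80%, at 10 µM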;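 also: anti alpha tubulin signal scored within the nucleus-defined area of each cell; some results filed as inactive read as strong as hits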
Yfh1-depleted yeast: enhancers of respiration in Yfh1-depleted yeast, dose response, Friedreich's ataxia, plus single-dose screen (AID 1465); fold induction at 50 µM, or EC50 in µM where a hit was titrated; 220,000 tested, 0.074% active; S. cerevisiae Yfh1-off respiration, WST-1 reduction, 72 h; higher fold induction means a stronger effect;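 active = fold induction of absorbance versus untreated yeast above a set limit, then at least 30% activation at any dose in follow-up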;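 also: activators that raise dye reduction in frataxin-depleted yeast; strong numbers were not always called active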
Autophagy HCS: alters autophagy in cells | MEF GFP-LC3 puncta imaging; test concentration mostly 10 µM | calls only at 10 µM (by protocol) | 190,000 tested, 0.98% active | AID 463193;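 active = percentage of spot-positive cells more than 3 SD above its plate mean, without a fluorescence outlier flag or 80% toxicity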;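 also: spot-positive cell cutoff set from DMSO-treated cells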
Hep lipid drop: hepatic lipid droplet formation modulation; inhibition, % at 6.5 µM; AML12 mouse hepatocytes, oleate lipid droplets, BODIPY imaging; 240,000 tested, 0.4% active;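 active = lipid droplet intensity inhibited by at least 50%, with more than 500 cells counted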
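Assay system: AML12 hepatocytes (mouse) / Also added: 100 µM oleic acid challenge / Times: overnight treatment with compound plus oleate / Detection: high-content imaging of BODIPY-stained droplets and DAPI nuclei / Evaluation: % inhibition of lipid droplet signal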
WT yeast gro inh mutant strain: second read-out of WT yeast gro inh, no call of its own (marks repeat the call); inhibition, %; mitochondrial fusion phenotypic screen, mutant strain inhibition
Dynein cargo inh cytoplasmic EGFP: also measured in Dynein cargo inh; calls as there; z-score; measured here: cytoplasmic GR-EGFP intensity; stronger effect = higher value
Dynein cargo inh nuclear GR-EGFP: further read-out of Dynein cargo inh, marked with its call; z-score; measured here: nuclear GR-EGFP intensity;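 lower value marks the stronger effect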
Dynein cargo inh cell count: recorded beside Dynein cargo inh, whose call it bears; z-score; measured here: cell count per field
Ins promoter up cell count: also measured in Ins promoter up; calls as there; cell count; measured here: cytotoxicity, nuclei count;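 total cells summed across four imaged fields per well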
Hep lipid drop cells 6.5 µM: recorded beside Hep lipid drop, whose call it bears; cell count; measured here: cell count, cytotoxicity flag;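 cells counted across two imaged fields per well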
bCat nuc transl cell count 5 µM: second read-out of bCat nuc transl, no call of its own (marks repeat the call); cell count; measured here: cell count, cytotoxicity flag
MT stabilizer Hoechst-high %: second read-out of MT stabilizer, no call of its own (marks repeat the call); % Hoechst-high responders; measured here: nuclear condensation Hoechst responders;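 share of cells brighter than vehicle mean plus two SD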
MT stabilizer cytotoxicity %: second read-out of MT stabilizer, no call of its own (marks repeat the call); toxicity, %; measured here: cytotoxicity by cell density;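 0% = mean cell density of plate MIN control wells and 100% = no cells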
Autophagy HCS cell loss 18 h: second read-out of Autophagy HCS, no call of its own (marks repeat the call); toxicity, %; measured here: cell loss, nuclei count;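 cell loss after 18 h compound exposure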
An asterisk follows results filed as active; i = inactive; · = no result given.

No.	Structure	NOD2 inhibition	WT yeast gro inh	WT yeast gro inh mutant strain	Ins promoter up	Ins promoter up cell count	Dynein cargo inh	Dynein cargo inh cytoplasmic EGFP	Dynein cargo inh nuclear GR-EGFP	Dynein cargo inh cell count	bCat nuc transl	bCat nuc transl cell count 5 µM	MT stabilizer	MT stabilizer Hoechst-high %	MT stabilizer cytotoxicity %	Yfh1-depleted yeast	Autophagy HCS	Autophagy HCS cell loss 18 h	Hep lipid drop	Hep lipid drop cells 6.5 µM
1	O=C(Cc1ccccc1)Nc1c(C(=O)N2CCOCC2)cnn1-c1ccccc1	10.5%	-2.5	1.5	·	·	4	0.0848	1.9	-2.62	-4.9	1181	5.3	1.4	2.0	i	i	-6.2	-3.2	739
2	Cc1ccc(NC(=S)NNC(=O)c2ccccc2O)c(C)c1	-15.1%	26.1	10.7	1.29	1361	-0.863	-0.284	-0.233	0.295	3.3	918	10.7	8.2	19.8	i	i	28.7	-17.6	724
3	CCOC(=O)c1c(NC(=O)CN2CCCc3ccccc32)sc(C(C)=O)c1C	13.3%	-11.0	11.1	-0.51	1514	1.03	-0.145	0.483	-0.0506	-0.5	1143	2.5	2.4	11.5	i	i	3.7	6.0	736
4	c1ccc2sc(SCc3ccc(-c4nnco4)cc3)nc2c1	13.5%	29.2	3.1	-0.85	1137	-0.115	-0.102	-0.0487	0.953	-2.5	961	1.5	2.1	6.6	i	i	3.5	·	·
5	CCC(CC)C(=O)Nc1cccc(-c2nc3ccccc3o2)c1	-5.0%	8.2	11.7	-0.63	1209	0.284	-0.224	0.407	0.522	-0.3	1081	2.4	0.1	9.5	i	i	-3.3	-12.5	788
6	N/C(=N\OC(=O)c1ccc(Br)o1)c1ccccn1	-59.1%	8.8	7.0	2.36	1606	0.411	-0.337	0.888	-0.306	-6.3	1189	4.7	3.3	4.4	i	i	-7.9	10.1	715
7	C#CCOCCOCCOCCNc1nc(N2CCOCC2)nc(N2CCN(C(=O)[C@H](Cc3cc4ccccc4[nH]3)n3cc([C@@H](N)Cc4ccc(O)cc4)nn3)CC2)n1	14.9%	-9.7	3.7	1.27	1210	-0.915	-0.249	-0.215	0.789	0.5	1084	3.9	1.5	5.0	i	i	-11.6	-1.7	659
8	O=C(Cn1cc(/C=N/NC(=O)c2cccc3ccccc23)c2ccccc21)Nc1ccc(F)cc1	-4.1%	·	·	0.82	770	2.24	-0.14	1.99	-2.03	-0.1	1290	·	·	·	i	·	·	-1.3	642
9	CCN(CC)S(=O)(=O)c1cc(C(=O)OCC(=O)NC(=O)c2cccn2C)ccc1C	-13.4%	2.4	-30.1	-0.12	1248	0.114	-0.289	-0.348	0.566	0.2	959	2.5	2.3	5.2	i	i	-4.7	3.5	555
10	CCOC(=O)C1=C(N)OC2=C(C(=O)CC(C)(C)C2)C1c1ccco1 (stereo not drawn)	1.4%	10.7	6.6	-0.13	1118	-0.0432	-0.253	-0.219	0.854	-0.4	1100	1.7	1.6	4.9	i	i	-3.0	1.1	585
11	COC(=O)c1c(C)oc2ccc(OC(=O)N3CCOCC3)cc12	-1.3%	-33.4	0.9	-0.43	1108	-0.428	-0.214	-0.0868	0.444	-2.2	843	2.5	1.9	9.3	i	i	46.4	·	·
12	CCOCc1cc(C2NC(=O)NC(C)=C2C(=O)OCC)ccc1OC (stereo not drawn)	0.1%	-8.2	-3.3	0.31	1159	-0.208	-0.248	-0.404	1.27	·	·	3.3	1.5	1.0	i	i	-8.0	15.8	747
13	CCOc1ccc(C(=O)NCC2CCCO2)cc1OCC (stereo not drawn)	-1.6%	-3.2	-11.7	1.2	1481	-0.578	-0.278	-0.123	-0.0945	-1.3	1028	0.8	0.7	3.7	i	i	-12.6	14.4	734
14	O=C(OCC(=O)N1CCc2ccccc2C1)c1cccs1	5.2%	17.2	7.1	-0.36	1189	0.142	-0.0407	0.336	-0.0489	-0.2	1041	4.8	3.7	7.3	i	i	-0.3	-48.0	693
15	N/C(Cn1cncn1)=N\NC(=O)C(=O)Nc1cccc(C(F)(F)F)c1	-8.8%	0.1	5.0	-0.08	1569	0.299	-0.222	0.869	-0.653	-2.6	1020	3.4	1.7	6.5	i	i	7.8	-15.6	629
16	COc1ccc(Cc2nc(-c3ccncc3)no2)cc1	-5.0%	-6.7	-8.1	0.24	1474	2.05	-0.0868	1.76	-1.09	-1.1	1023	3.4	1.4	9.0	i	i	-15.6	-3.7	605
17	COc1ccccc1NC(=O)CN1CCN(CC(=O)Nc2cc(NC(C)=O)ccc2OC)CC1	-9.2%	10.0	20.1	-0.39	1473	-0.397	-0.264	0.0271	0.11	-1.0	1296	3.1	2.9	12.1	i	i	-52.3	·	·
18	COc1ccc(N(CC(=O)Nc2c(C)n(C)n(-c3ccccc3)c2=O)S(=O)(=O)c2ccc(F)cc2)cc1	-3.8%	-1.9	-14.7	0.3	1361	-0.911	-0.195	-0.63	0.319	-0.7	978	3.1	4.8	4.4	i	i	7.5	0.3	632
19	CN(C)c1ccc(NC(=O)CSCc2nc3c(nnn3Cc3ccc(F)cc3)c(=O)[nH]2)cc1	3.2%	14.1	8.9	0.66	1186	-0.715	-0.267	-0.372	0.208	·	·	2.7	1.8	4.4	i	i	-11.6	-2.8	751
20	CC(=O)Nc1ccc(NC(=O)c2ccccc2Sc2ccc([N+](=O)[O-])cc2Cl)cc1	-2.1%	-3.7	-10.2	-0.15	1451	1.42	-0.231	0.891	-1.64	0.2	1121	4.7	2.6	9.0	i	i	8.9	-43.4	624
21	CCc1cccc(NC(=O)CS(=O)Cc2nc(-c3ccc(C)cc3)oc2C)c1 (stereo not drawn)	4.7%	35.2	20.8	-0.64	893	-0.338	-0.16	0.0897	-0.255	·	·	9.0	2.5	9.4	i	i	15.4	·	·
22	CCn1c(COc2cccc(C)c2)nnc1SCC(=O)Nc1cccc(C(=O)O)c1	15.7%	-2.0	11.5	-0.59	1249	-0.0877	-0.214	-0.316	1.35	-1.0	1042	3.8	2.0	4.4	i	i	-2.2	-0.2	749
23	CNC(=S)N/N=C/c1c(C)nn(-c2ccc(F)cc2)c1Cl	-10.8%	9.2	19.4	-0.37	1569	-0.775	0.0553	-0.317	0.107	-5.1	1034	1.5	1.2	5.4	i	i	23.4	3.5	698
24	Cc1ccc(CCNC(=O)CCc2nc3ccccc3[nH]2)cc1	8.0%	-8.3	7.4	1.08	1210	0.11	-0.233	0.314	-0.154	0.5	881	1.4	1.8	11.6	i	i	-15.6	-2.9	660
25	Cc1ccc(CNC(=O)CCCOc2cc(=O)n(C)c3ccccc23)o1	-7.3%	4.4	4.0	-0.25	1988	-1.05	-0.0949	-0.381	1.81	-1.2	1144	1.3	3.5	1.6	i	i	-10.1	5.6	659
26	CC(C)Sc1nc2c(c(=O)n1-c1ccc(F)cc1)SCC2	-0.3%	13.1	5.6	-0.35	1414	0.792	-0.211	0.659	-0.768	·	·	2.4	1.7	6.4	i	i	2.8	-9.4	713
27	COc1ccc(CCN2CN(S(=O)(=O)c3ccc(OC)cc3)c3nc4ccccc4nc32)cc1	-8.5%	6.5	9.2	-0.09	1263	-0.473	-0.321	-0.486	0.375	-0.2	986	2.4	3.4	5.8	i	i	-6.4	-8.6	623
28	CCOC(=O)c1c(C)[nH]c(C)c1C(=O)COC(=O)c1ccc(Cl)c(S(=O)(=O)NCc2ccccc2)c1	-50.8%	-2.3	-10.2	·	·	1.34	0.379	1.48	0.169	·	·	1.3	1.6	7.4	i	i	-3.0	13.9	774
29	CCOC(=O)N1CCN(S(=O)(=O)c2ccc(F)c(C(=O)Nc3cccc(Cl)c3C)c2)CC1	18.9%	-5.9	-5.0	0.02	1008	-0.799	-0.0304	0.134	0.918	-1.5	475	6.8	2.3	7.5	i	i	21.9	2.6	806
30	O=C(O)c1ccc(-n2c(O)c(C=C3N=c4ccccc4=N3)sc2=S)cc1	22.5%	·	·	0.49	1311	-1.03	1.36	-0.232	0.362	1.4	1329	·	·	·	i	·	·	-10.7	735

Some of the compounds tested. The share of hits here may be higher or lower than overall.
